GAA inh: qHTS Assay for Inhibitors of Human alpha-Glucosidase as a Potential Chaperone Treatment of Pompe Disease; purified human GAA, 4-MU-alpha-glucoside fluorescence; Potency, µM (doses to about 76.9 µM), for inactives: top-dose activity change, negative = inhibition, hits mostly inhibitors; 0.005% of 200,000 active; AID 1466, 2008;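 further: plate controls were uninhibited enzyme wells for no effect and no-enzyme background for full effect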
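Endpoint fluorogenic read: 20 min room-temperature reaction of 4 nM human alpha-glucosidase with 400 uM 4-methylumbelliferyl-alpha-D-pyranoside, pH 5.0, quenched with 1M NaOH/1M glycine pH 10. AC50 from Hill modeling.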
GLA spleen mod: qHTS Assay for Inhibitors and Activators of Human alpha-Galactosidase From Spleen Homogenate | Alpha-galactosidase A (Homo sapiens), P06280 | human spleen homogenate, 4MU-alpha-Gal fluorescence, 40 min | 0.008% of 240,000 active | Potency, µM (series often up to 80 µM), inactives show at the highest dose activity change, negative = inhibition, hits mostly inhibitors;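 further: 0% = enzyme with vehicle and -100% = no enzyme basal signal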
Target sequence (P06280 32-429 limits assumed): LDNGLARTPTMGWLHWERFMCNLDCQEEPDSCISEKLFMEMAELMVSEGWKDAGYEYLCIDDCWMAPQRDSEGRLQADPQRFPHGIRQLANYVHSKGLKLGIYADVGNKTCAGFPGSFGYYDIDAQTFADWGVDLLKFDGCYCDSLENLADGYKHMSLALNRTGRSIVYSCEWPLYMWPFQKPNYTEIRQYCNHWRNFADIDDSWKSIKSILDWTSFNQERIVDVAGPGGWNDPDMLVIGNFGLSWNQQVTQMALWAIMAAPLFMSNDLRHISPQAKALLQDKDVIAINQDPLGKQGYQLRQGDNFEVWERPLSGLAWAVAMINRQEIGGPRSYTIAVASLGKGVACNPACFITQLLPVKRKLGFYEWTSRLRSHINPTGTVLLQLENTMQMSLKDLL
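Human spleen homogenate (1 ug) as enzyme source, 4-methylumbelliferyl-alpha-D-galactopyranoside 1 mM final, citrate/phosphate pH 5.0 with 0.01% Tween-20. Compounds 40 min at 37C, NaOH/glycine stop; fluorescence Ex 365/Em 440, Hill-fit AC50.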
HTT cytoprotect: qHTS Multiplex Assay to Identify Dual Action Probes in a Cell Model of Huntington: Cytoprotection (ATP) | 0.14% of 230,000 active | AID 1471, 2008 | Potency, µM (highest dose often 56.4 µM), inactives show cytoprotection (ATP increase), usual class: activators | PC12 HTT-Q103 induced, cytoprotection, ATP luminescence, 40 h;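 further: % of control where 0% means no effect; nearly all actives have a fitted effect of over 45% in size; toxic huntingtin expression switched on by the ecdysone agonist tebufenozide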
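Quantitative HTS on tebufenozide-induced (100 nM) PC12 cells expressing HTTQ103 exon 1–GFP; compounds tested as a concentration series; survival measured via cellular ATP.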
Tau ThT inhib: qHTS for Inhibitors of Tau Fibril Formation, Thioflavin T Binding; recombinant tau K18 P301L, heparin-induced fibrillization, ThT fluorescence; Potency, µM (top dose mostly 57.4 µM), for the others: at the top dose activity, negative = inhibition, most hits filed as inhibitors; Microtubule-associated protein tau (Homo sapiens), P10636; 2.1% of 270,000 active; further: on the % scale 0 is the no-effect control and ±100 the full control effect; nearly all actives have a fitted effect of over 55% in size
Target sequence (P10636 561-689 P618L limits assumed): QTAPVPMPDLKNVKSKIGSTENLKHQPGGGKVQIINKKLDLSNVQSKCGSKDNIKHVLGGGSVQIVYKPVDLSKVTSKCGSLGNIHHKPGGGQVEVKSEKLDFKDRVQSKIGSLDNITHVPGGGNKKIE
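Tau K18 P301L fragment (15 uM unlabeled plus 0.24 uM Alexa 594-labeled) in 100 mM sodium acetate pH 7 with compound, fibrillization induced by 20 uM heparin for 6 hr at 37 C. Thioflavin T (30 uM) added, fluorescence read after 1 hr (ex 450, em 510 nm).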
Tau fluor counter: Counterscreen qHTS for Inhibitors of Tau Fibril Formation, Fluorescence Polarization | AID 1463, 2008 | tau K18 P301L (four-repeat tau fragment) Alexa594 fluorescence, heparin fibrillization | 0.93% of 280,000 active | Potency, µM (doses to about 57.7 µM), for the others: at the highest dose activity change, negative = decrease; further: on the % scale 0 is the no-effect control and ±100 the full control effect; nearly all actives have a fitted effect of over 55% in size
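Human K18 P301L tau (15 uM unlabeled plus 0.24 uM Alexa 594-labeled, final) in 100 mM sodium acetate pH 7 was mixed with compound and 20 uM heparin and incubated 6 hr at 37 C.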
Tau fibril FP: qHTS for Inhibitors of Tau Fibril Formation, Fluorescence Polarization; 0.39% of 280,000 active; Potency, µM (titrated, usually from 57.7 µM), for the others: at the top dose activity, negative = inhibition, hits mostly inhibitors; K18 P301L tau heparin fibrillization, Alexa594 FP, 6 h; AID 1468, 2008; further: on the % scale 0 is the no-effect control and ±100 the full control effect; nearly all actives have a fitted effect of over 55% in size
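Human K18 P301L fragment (15 uM unlabeled plus 0.24 uM Alexa 594-labeled) in 100 mM sodium acetate pH 7 with compound, aggregation induced by 20 uM heparin for 6 hr at 37 C. ThT (30 uM) added for 1 hr, then Alexa 594 FP read.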
GAA glycogen mod: qHTS Assay for Inhibitors and Activators of Human alpha-Glucosidase Cleavage of Glycogen; recombinant GAA, glycogen substrate, Amplex Red glucose oxidase fluorescence; Potency, µM (doses to about 76.4 µM), for the others: at the top dose activity change, negative = inhibition, most hits filed as inhibitors; 0.38% of 300,000 active; AID 2100, 2009;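 further: 0% = full enzyme reaction and -100% = no-enzyme basal signal; the screen sought inhibitors and activators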
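Recombinant human enzyme (4 nM); glycogen substrate; 37 C, 40 min, pH 5.0. Readout: coupled glucose oxidase/Amplex Red fluorescence.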
GAA spleen mod: qHTS Assay for Inhibitors and Activators of Human alpha-Glucosidase From Spleen Homogenate | Lysosomal alpha-glucosidase (Homo sapiens), P10253 | AID 2112, 2009 | 0.006% of 240,000 active | Potency, µM (series often up to 79.9 µM), inactives show at the top dose activity change, negative = inhibition, actives largely listed as inhibitors | human spleen homogenate, 4-MU-alpha-glucoside fluorescence;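 further: 0% = enzyme with vehicle and -100% = no enzyme basal signal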
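Compounds were titrated against alpha-glucosidase in spleen homogenate at pH 5.0, with 1 mM 4-methylumbelliferyl substrate for 40 min at 37 C. Reactions were quenched with pH 10 NaOH/glycine and fluorescence measured.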
* = called active by the depositor; ? = inconclusive; / = no result given; [ ] = remark or other dose. The call rests on the fitted dose curve; in most records, active means well fitted curve in the direction sought with a large enough effect; inconclusive means small, poorly fitted or top-dose-only effect, or another doubt; inactive means no such curve, though single readings can be large; an effect the other way counts as inactive or inconclusive. Potency means the concentration at half of the fitted maximal effect. Random draw from the library; about 3.3% have a hit in one of these screens.

Molecule,GAA inh,GLA spleen mod,HTT cytoprotect,Tau ThT inhib,Tau fluor counter,Tau fibril FP,GAA glycogen mod,GAA spleen mod
O=C(Nc1ccc(Br)cc1)/C(=C/c1cccc([N+](=O)[O-])c1)NC(=O)C1CCCCC1,-8%,8%,-18%,-5%,?,-14%,-2%,9%
COC(=O)c1c(NC(=O)Cc2coc3ccc(C(C)C)cc23)sc2c1CCC2,/,/,/,?,-18%,-3%,-7%[76.3 µM],/
Cc1ccccc1C=Nc1ccccc1C(N)=O,13%,-4%,-45%[inhibitor][10 µM],6%,5%,1%,-22%,-9%
O=[N+]([O-])c1ccc(S(=O)(=O)N/N=C/c2cccs2)cc1,-24%,-7%,-2%[10 µM],-8%,0%,1%,9%,-5%
CC1(C)OC(=O)N(CCc2ccccc2)C1(C)O (stereo unspecified),1%,-2%,-7%,-4%,5%,4%,7%,-2%
CC(=O)OCCCNc1cc(SCc2ccco2)c2nonc2c1[N+](=O)[O-],-9%,1%,-24%[10 µM],7.9µM*,7.1µM*[quencher],?,4%,-8%
O=C(N/C(=C/c1ccc(Cl)cc1)c1nc2ccccc2[nH]1)c1ccco1,10%,-3%,3%,-18%,-7%,2%,4%,-11%
COCCn1c(C)c(C(=O)O)sc1=S,-18%,4%,8%[1.9 µM],1%,1%,-4%,7%,2%
O=C(COc1c(CO)cc(Br)cc1CO)NC1CCCc2ccccc21 (stereo unspecified),2%,-2%,16%[10 µM],1%,1%,11%,3%,-1%
CCOc1ccc(CN2CCN(Cc3ccon3)CC2CCO)cc1 (stereo unspecified),-5%,-9%,-9%[10 µM],-8%,-9%,-2%,12%,2%
COC(=O)C(Cc1ccccc1)NC(=O)CNS(=O)(=O)c1ccc(Br)cc1 (stereo unspecified),-3%,4%,9%[10 µM],-5%,-7%,-11%,6%,2%
O=C(Nc1c(-c2cccs2)nc2ccccn12)c1ccccc1F,-8%,2%,-49%[inhibitor],-8%,-9%,12%,5%,0%
COc1ccc(Cc2nc(C(=O)Nc3ccc(OC)cc3)cs2)cc1,?,-1%,-6%,-17%,-17%,7%,3%,-2%
COc1cccc(CNC(=O)c2sc3nc(C)cc(C)c3c2-n2cccc2)c1OC,/,/,/,7%,-3%,?,17%[76.3 µM],/
Cc1nn(CC(=O)NCC2CCCO2)c(C)c1[N+](=O)[O-] (stereo unspecified),2%,5%,16%[10 µM],-3%,-6%,1%,10%,2%
CC1=NN(c2ccc(N)cc2)C(=O)C1,2%,-4%,-13%,?,-26%,-15%,-22%,-5%
CCN(CC)S(=O)(=O)c1nnc(NC(=O)COc2ccc(Cl)cc2)s1,/,/,/,?,?,-5%,-5%[76.3 µM],/
CS(=O)(=O)c1ccc(Cl)c(NC(=O)Nc2ccccc2)c1,/,-4%,8%[10 µM],-18%,-26%,-11%,3%,-5%
C/C=C(/C)C(=O)O[C@@H]1c2c(ccc3ccc(=O)oc23)O[C@@H]1C(C)(C)OC(=O)/C(C)=C\C,-8%,1%,/,-10%,-27%,?,-8%,-2%
Cc1cc(C)cc(NC(=O)c2cc(S(=O)(=O)NCc3ccco3)ccc2F)c1,-4%,7%,7%,?,-11%,-4%,-2%,3%
CCCC(=O)NCCSC,-1%,-1%,7%,-2%,-6%,1%,27%,7%
O=C1C2=C(Nc3ccccc3SC2c2ccccc2C(F)(F)F)c2ccccc21 (stereo unspecified),/,/,/,?,?,13µM*,-6%[76.3 µM],/
C/C(=N\NC(=S)Nc1cccc(C)c1)c1cc2ccccc2o1,1%,-3%,-15%,?,?,6%,?,-6%
O=C(O)c1cccc(N/N=C/c2cccnc2)c1,0%,1%,-48%,?,1%,6%,?,1%
O=C(Nc1cccc2ccccc12)N1CCN(c2ccccc2)CC1,0%,-2%,-9%,-10%,-4%,-6%,-1%,-5%
COc1ccc(/C=N/NC(=O)c2ccc(N)cc2)cc1Cn1cc([N+](=O)[O-])cn1,-4%,4%,-49%[inhibitor],?,-25%,1%,-16%,3%
CCOc1ccc(N(CC(=O)NC2CCCC2)C(=O)CSc2nnc(COc3ccccc3)o2)cc1,-4%,1%,-4%[10 µM],-12%,-7%,3%,-2%,-3%
COc1ccc(S(=O)(=O)N2CCOC2CNC(=O)C(=O)NCc2ccco2)cc1C (stereo unspecified),/,1%,10%[10 µM],/,-4%,2%,1%,-13%
COc1cc(-c2nnc(-c3ccc(N4CCOCC4)cc3)o2)cc(OC)c1OC,5%,1%,-5%,?,-10%,-4%,-1%,2%
CCOC(=O)N1CCN(C(=O)c2cn(CC(C)C)c(=O)c3c2c2ccccc2n3C)CC1,?,13%,-24%,-9%,-10%,-4%,2%,2%
CCC(CO)NC(=O)c1ccccc1C(F)(F)F (stereo unspecified),-18%,-6%,15%[10 µM],-14%,-13%,-12%,1%,2%
O=C(CC1(O)C(=O)N(Cc2cccc3ccccc23)c2ccccc21)c1cccnc1 (stereo unspecified),-1%,4%,9%,4%,2%,-9%,-14%,-2%
Nc1nc(-c2nc3ccccc3[nH]2)cs1,-5%,-22%,-120%[inhibitor][0.074 µM],-7%,-4%,1%,-3%,-5%
Clc1ccccc1Cn1nnc2c(Nc3ccccc3)ncnc21,4%,-4%,-26%,-6%,-30%,-3%,-16%,-5%
CCCCOC(=O)c1ccc(NC(=O)CSc2nncn2C)cc1,-8%,3%,9%,-16%,-11%,-5%,4%,-14%
CCOc1ccc(N(CC(=O)NCc2cccs2)S(=O)(=O)c2c(C)noc2C)cc1,2%,4%,5%,-13%,-14%,10%,?,5%

Structural class, the entries above with a COOH group
Molecule,GAA inh,GLA spleen mod,HTT cytoprotect,Tau ThT inhib,Tau fluor counter,Tau fibril FP,GAA glycogen mod,GAA spleen mod
COCCn1c(C)c(C(=O)O)sc1=S,-18%,4%,8%[1.9 µM],1%,1%,-4%,7%,2%
O=C(O)c1cccc(N/N=C/c2cccnc2)c1,0%,1%,-48%,?,1%,6%,?,1%

Next section.
Molecule,GAA inh,GLA spleen mod,HTT cytoprotect,Tau ThT inhib,Tau fluor counter,Tau fibril FP,GAA glycogen mod,GAA spleen mod
COc1cccc(-n2c(SCC(=O)N3CCc4ccccc43)nnc2-c2c[nH]c3ccccc23)c1,2%,-1%,/,-16%,-28%,7%,-3%,3%
COC(=O)c1cc(NS(=O)(=O)c2ccc(C)c3ccccc23)ccc1N1CCOCC1,/,10%,3%[10 µM],/,?,12%,-28%,11%
Nc1ccc(C23CC4CC(CC(C4)C2)C3)cc1,2%,9%,-2%[10 µM],4%,-22%,7%,-1%,7%
CCOC(=O)c1[nH]cnc1C(=O)Nc1cccc(N)n1,0%,-5%,-11%,-9%,4%,10%,-12%,-7%
CCOC(=O)C(CC)n1nc(C)c2c(C)n(-c3ccc(C)cc3)nc2c1=O (stereo unspecified),/,/,/,-1%,-4%,6%,-14%[76.3 µM],/
CCOC(=O)c1cn2nc(Oc3ccc(OC)cc3)ccc2n1,/,9%,-12%[10 µM],-3%,-5%,-2%,4%,-1%
CN(CCC#N)C(=O)COC(=O)c1ccc(Cl)c(S(=O)(=O)N(C)c2ccccc2)c1,6%,0%,-31%,11%,5%,2%,-2%,-7%
CCC(=O)c1ccc(O)c(CC=C(C)C)c1,-14%,-3%,-41%[inhibitor],-3%,-5%,0%,-6%,4%
CC1CCN(c2oc(/C=C/c3ccc(F)cc3)nc2C#N)CC1,/,/,/,?,?,10%,-6%[76.3 µM],/
CCOc1cc(-c2cc(-c3ccc(N)cc3)nc(N)c2C#N)ccc1O,6%,6%,18%,?,14µM*[quencher],?,3%,1%
O=C(CSCC(=O)OCC(=O)c1ccc(Br)cc1)Nc1cccc2ccccc12,-9%,-3%,-8%,-19%,-14%,2%,-1%,-7%
CC/C(C)=N/N1C(=O)c2ccccc2NC1(C)CC (stereo unspecified),?,2%,-25%,-5%,-10%,?,29%,-4%

3 of the entries above in order of the Tau ThT inhib value, largest number first:
SMILES	GAA inh	GLA spleen mod	Tau ThT inhib	Tau fibril FP	GAA glycogen mod	GAA spleen mod
O=C(CC1(O)C(=O)N(Cc2cccc3ccccc23)c2ccccc21)c1cccnc1 (stereo unspecified)	-1%	4%	4%	-9%	-14%	-2%
CC/C(C)=N/N1C(=O)c2ccccc2NC1(C)CC (stereo unspecified)	?	2%	-5%	?	29%	-4%
Clc1ccccc1Cn1nnc2c(Nc3ccccc3)ncnc21	4%	-4%	-6%	-3%	-16%	-5%

Following part.
Molecule,GAA inh,GLA spleen mod,HTT cytoprotect,Tau ThT inhib,Tau fluor counter,Tau fibril FP,GAA glycogen mod,GAA spleen mod
Cc1cccc(N2CCN(C(=O)c3cc(S(=O)(=O)N(C)C)ccc3N3CCCC3)CC2)c1C,-6%,-6%,14%,-18%,-7%,5%,0%,-5%
O=C(c1cc(-c2ccc3c(c2)OCO3)on1)N1CCN(c2ccccc2)CC1,-5%,-5%,-8%,?,-24%,5%,-3%,-8%
COc1cc(OC)c(NC(=O)CC(C)S(=O)(=O)c2ccc3c(c2)NC(=O)CO3)cc1Cl (stereo unspecified),/,/,/,3%,3%,-12%,-12%[76.3 µM],/
COc1ccc(C2=NN(C(=O)CCC(=O)O)C(c3cccs3)C2)cc1 (stereo unspecified),-11%,9%,16%[10 µM],1%,-3%,1%,-3%,2%
COc1ccc(C(O)(c2ccccc2OC)C(CN2CCOCC2)c2ccccc2)cc1 (stereo unspecified),-3%,0%,-62%[inhibitor],-3%,-5%,-2%,1%,0%
O=C(Nc1sc2c(c1C(=O)O)CCCCC2)c1ccco1,-7%,-3%,-119%[inhibitor],?,-8%,0%,-12%,-6%
